HIF-2a block = HIF-2a reporter inhibitors, primary screen, luminescence, 786-0 RCC cells | 786-0 RCC cells HIF-2a reporter, luciferase luminescence, overnight | 0.72% of 360,000 active | inhibition, % at 18.8 µM;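 active = inhibition of the luminescence signal of 40% or more relative to plate controls, in a single-dose primary screen at 18.75 µM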
Peg3 promoter = Peg3 promoter-driven luciferase inhibitors, primary screen, cell-based, HeLa, luciferase luminescence; AID 588405, 2011; 1.7% of 360,000 active; HeLa PEG-Prom luciferase reporter, overnight; inhibition, % at 20 µM;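 active = inhibition of at least 50% at 20 µM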
hiPSC survival = enhancers of single-cell hiPSC survival, primary screen, ATPlite luminescence; 100% = ROCK inhibitor wells, 0% = DMSO; survival enhancement, % at 20 µM; 0.044% of 360,000 active; AID 602274, 2012; in the data active = survival enhancement above about 18%;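 also: cells exposed to compounds for 16 hours before the ATP read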
CF NFkB block = inhibitors of PAF-induced NF-kB signaling, primary screen, cell-based, GFP fluorescence, uHTS; inhibition, % at 5 µM; AID 588850, 2011; 0.86% of 360,000 active; KKLEB NF-kB-GFP reporter, GFP fluorescence overnight;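 active = at least 50% inhibition at 5 µM, scaled per plate between neutral and stimulator controls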;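 also: PAF is a Pseudomonas aeruginosa culture filtrate used as stimulus; plate controls were PAF-stimulated DMSO wells for no effect and unstimulated DMSO wells for full effect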
aDG glyco up = activators of alpha-DG glycosylation, primary screen, uHTS, Pro5-aDG cells, AlphaScreen; alpha-DG glycosylation AlphaScreen (IIH6); 0% Pro5, 100% B10-LARGE cell signal; activation, % at 10 µM; 0.22% of 360,000 active;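 active = activation of at least 8% versus controls, or a plate z-score of at least 8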;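 also: Pro5 are CHO cells carrying HIG-tagged alpha-DG that lacks glycosylation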
TWEAK-Fn14 inh = inhibitors of TWEAK-Fn14 signaling, primary screen, luciferase reporter cells, uHTS. AID 1159606, 2016. TWEAK-stimulated Fn14 reporter cells, luciferase luminescence, 8 h. inhibition, % at 10 µM. 2% of 360,000 active; in the data active = inhibition above about 50%
NR2E3 ag-1 = NR2E3 agonists in two-hybrid cells, primary screen, cell-based, luminescence, CHO-S, Gal4-NCOR/VP16-NR2E3; Photoreceptor-specific nuclear receptor (Homo sapiens), Q9Y5X4; inhibition of corepressor binding, % at 3.98 µM; AID 602229, 2012; 0.35% of 360,000 active; luciferase;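 active = inhibition above the mean of all tested compounds plus 3 SD, cut at about 70% in these data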;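 also: 0% = DMSO with NR2E3 transfected cells and 100% = cells lacking NR2E3 construct; higher means lower luciferase signal from less NR2E3 corepressor binding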
Target sequence (Q9Y5X4 whole entry, looked up, the tested form may be a part): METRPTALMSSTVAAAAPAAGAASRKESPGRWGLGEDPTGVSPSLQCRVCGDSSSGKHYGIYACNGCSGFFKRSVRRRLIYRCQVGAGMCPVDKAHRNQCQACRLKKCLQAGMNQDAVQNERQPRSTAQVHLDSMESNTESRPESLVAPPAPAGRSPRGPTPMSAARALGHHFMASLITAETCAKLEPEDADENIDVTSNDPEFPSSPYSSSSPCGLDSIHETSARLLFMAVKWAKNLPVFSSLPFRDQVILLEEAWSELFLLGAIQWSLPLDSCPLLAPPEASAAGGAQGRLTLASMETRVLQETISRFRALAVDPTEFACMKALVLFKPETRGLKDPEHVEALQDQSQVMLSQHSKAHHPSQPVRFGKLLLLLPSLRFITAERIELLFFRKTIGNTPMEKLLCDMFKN
NR2E3 ag-2 = inhibitors of NR2E3-RetCOR corepressor binding, primary screen, NR2E3 agonist project, biochemical, TR-FRET, GST-NR2E3, biotin-RetCOR; Photoreceptor-specific nuclear receptor (Homo sapiens), Q9Y5X4; 1536-well; inhibition of corepressor binding, % at 4.78 µM; 0.12% of 320,000 active; AID 2300, 2010;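 active = percent inhibition above the cutoff of mean plus 3 SD of all tested compounds, set per screening campaign, cut at about 20% in these data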;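 also: 0% = DMSO wells and 100% = biotin wells as full block of FRET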
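Assay system: NR2E3–RetCOR corepressor complex. Quantity: 1.35 nM GST-NR2E3. Buffer or medium: pH 7.5 Tris-based buffer. Reagent: biotinylated RetCOR corepressor at 7 nM final. Schedule: 5 h at 4 °C. Detection: TR-FRET, emission read at 617 and 671 nm. Replicates: one well per compound, singlicate testing.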
Shn3 3UTR inh = reduction of Shn3 3'UTR firefly luciferase signal, primary screen, Schnurri-3 inhibitor project, cell-based, Clone20 osteoblasts, set 2. Clone20 osteoblast Shn3 3'UTR firefly luciferase, 24 h. inhibition, % at 12.5 µM. 0.52% of 360,000 active. AID 588674, 2011;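 active = mean inhibition of at least 75% with every replicate also reaching 75%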;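 also: 0% = median of neutral control wells and 100% = pilot-screen positive control compound; some compounds past the cut are filed as inactive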
KKLEB cytotox = cytotoxicity in KKLEB CF airway cells, primary screen, cytotoxicity control for CF NF-kB inhibitor project, cell-based, uHTS, fluorescence assay plates. KKLEB CF airway cells viability, ATPlite luminescence, overnight; active compounds read low; cells stimulated with P. aeruginosa culture filtrate. activity change (cytotoxicity), % at 5 µM. 0.36% of 360,000 active. AID 602141, 2011;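 active = corrected activity change at or below -50% at 5 µM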
TRPM1 prom inh = inhibitors of MITF-dependent TRPM1 promoter reporter, primary screen, cell-based, SK-MEL-5, single point, luciferase; SK-MEL-5 TRPM1 promoter luciferase, 24 h; inhibition, % at 12.5 µM; 0.83% of 330,000 active; AID 488899, 2010;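 active = mean inhibition across replicates of 60% or more, whatever share of single replicates reaches that level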; also: values of inactives mirror those of a sister screen read the other way
* marks the source's active call; other numbers are inactive results; . = no result given.

SMILES	HIF-2a block	Peg3 promoter	hiPSC survival	CF NFkB block	aDG glyco up	TWEAK-Fn14 inh	NR2E3 ag-1	NR2E3 ag-2	Shn3 3UTR inh	KKLEB cytotox	TRPM1 prom inh
CCC(C)NC(=O)CN1C(=O)c2cccc3cccc1c23 (stereo not drawn)	1	9	0.6	1	-0.1	-6	11	.	-6	-8	-10
CC(C)C(=O)Nc1nnc(-c2ccco2)s1	-101	-55	0.1	4	0.0	-2	-15	-2	-19	5	.
COc1ccc(N(CC(=O)Nc2ccc(F)cc2)S(=O)(=O)c2ccccc2[N+](=O)[O-])c(OC)c1	16	14	-0.7	-10	0.0	23	-34	2	29	4	12
O=C(NN=C1CCCCCC1)c1cccnc1	12	10	-1.4	15	0.2	-1	-11	1	15	-8	0
Cc1ccc(NC(=O)CCC(=O)N/N=C/c2ccc(O)cc2)cc1	22	4	-0.5	-36	-0.1	22	12	-1	4	10	-9
CCN(CC)c1ccc(NC2CC(=O)N(CCc3ccc(OC)cc3)C2=O)cc1 (stereo not drawn)	32	22	0.4	-25	-0.2	4	-5	4	19	6	8
CC1=C(C(=O)N(C(C)C)C(C)C)CC(CC(=O)NCCc2ccccn2)C(=O)N1Cc1ccc(F)cc1 (stereo not drawn)	-9	8	3.1	-35	0.3	13	11	.	14	14	.
CC(C)CN1C2CCCC1CC(NC(=O)c1ccc([N+](=O)[O-])cc1)C2 (stereo not drawn)	-3	14	0.5	-15	0.1	-8	8	0	9	0	-7
COc1ccc2c(c1)OC(O)(C(F)(F)F)CC2=O (stereo not drawn)	-4	14	-0.4	0	-0.3	1	-18	0	21	12	15
CN(C)c1ccc(N=Nc2cccc(F)c2)cc1	-173	-281	-0.6	-36	-0.2	52*	-112	6	-20	-1	-47
O=C(CCNS(=O)(=O)c1ccc(Cl)cc1)N1CCOCC1	17	1	-0.1	25	0.4	0	-1	-1	3	11	5
COc1ccc(C(=O)C2CCCN(Cc3cn[nH]c3-c3ccc(F)cc3)C2)cc1OC (stereo not drawn)	28	22	-0.6	21	0.6	-3	-17	3	31	0	7

3 of the entries above in order of the HIF-2a block value, smallest number first.
Compound | HIF-2a block | Peg3 promoter | CF NFkB block | aDG glyco up | TWEAK-Fn14 inh | NR2E3 ag-1 | NR2E3 ag-2 | Shn3 3UTR inh | TRPM1 prom inh
CN(C)c1ccc(N=Nc2cccc(F)c2)cc1 | -173 | -281 | -36 | -0.2 | 52* | -112 | 6 | -20 | -47
CC(C)CN1C2CCCC1CC(NC(=O)c1ccc([N+](=O)[O-])cc1)C2 (stereo not drawn) | -3 | 14 | -15 | 0.1 | -8 | 8 | 0 | 9 | -7
O=C(NN=C1CCCCCC1)c1cccnc1 | 12 | 10 | 15 | 0.2 | -1 | -11 | 1 | 15 | 0

Continuation.
SMILES	HIF-2a block	Peg3 promoter	hiPSC survival	CF NFkB block	aDG glyco up	TWEAK-Fn14 inh	NR2E3 ag-1	NR2E3 ag-2	Shn3 3UTR inh	KKLEB cytotox	TRPM1 prom inh
Cc1ccc(S(=O)(=O)NCCCCCC(=O)Nc2ccccc2)cc1	0	12	0.5	-11	-0.1	-4	-6	1	21	8	5
NC(=O)C1CCN(C(=O)COc2ccc3ccccc3c2Br)CC1	3	-10	0.1	27	0.4	-7	24	4	2	-16	2
C[C@@H]1CN([C@H](C)CO)C(=O)c2cc(Br)cnc2O[C@@H]1CN(C)C(=O)Nc1ccccc1	7	-24	2.3	1	2.7	14	-10	.	-8	-10	.
CC(=O)Nc1nnc(-c2c(-c3ccccc3Cl)noc2C)o1	17	13	-0.6	13	0.7	11	-38	-6	40	-2	-5
COc1ccc(NC(=O)N2CCC(C(=O)c3ccc(F)cc3)CC2)cc1	11	31	-4.4	1	0.1	-7	18	-2	9	-6	6
COc1cccc(Nc2nc(C(N)COCc3ccccc3)cs2)n1 (stereo not drawn)	9	48	-1.3	23	0.6	-51	20	.	10	-25	.
O=c1nc2sc3ccccc3n2c(=O)n1-c1ccc(Cl)cc1	-294	-234	1.8	-1	0.7	-24	-71	-2	-142	5	-113
NNC(=O)CNC(=O)c1ccc(F)cc1	8	-7	-1.3	4	0.5	1	-8	1	-6	-24	-2
COc1cccc(N2CCN(c3ncccn3)CC2)c1	-214	-172	-1.5	-5	-0.5	-36	-58	4	-78	10	-57
CCOC(=O)CC1(NC(=O)C2CCC(=O)N(Cc3ccccc3F)C2)CCCCC1 (stereo not drawn)	-54	-32	-0.1	10	0.5	-8	-2	-1	-14	-4	-3
Cc1ccnc(NS(=O)(=O)c2ccc(NC(=O)c3ccc(C)o3)cc2)n1	10	5	-0.9	-8	0.0	17	2	3	4	3	9
CC(C)CC(=O)c1c[nH]c(C(=O)NCc2cccnc2)c1	6	6	-0.7	14	-0.1	-10	-6	-1	24	-10	8

Profiles, quoted from the list. Order of screens: HIF-2a block	Peg3 promoter	hiPSC survival	CF NFkB block	aDG glyco up	TWEAK-Fn14 inh	NR2E3 ag-1	NR2E3 ag-2	Shn3 3UTR inh	KKLEB cytotox	TRPM1 prom inh
CC(C)CC(=O)c1c[nH]c(C(=O)NCc2cccnc2)c1 is listed with 6	6	-0.7	14	-0.1	-10	-6	-1	24	-10	8
NC(=O)C1CCN(C(=O)COc2ccc3ccccc3c2Br)CC1 is listed with 3	-10	0.1	27	0.4	-7	24	4	2	-16	2
NNC(=O)CNC(=O)c1ccc(F)cc1 is listed with 8	-7	-1.3	4	0.5	1	-8	1	-6	-24	-2

Additional results follow:
SMILES	HIF-2a block	Peg3 promoter	hiPSC survival	CF NFkB block	aDG glyco up	TWEAK-Fn14 inh	NR2E3 ag-1	NR2E3 ag-2	Shn3 3UTR inh	KKLEB cytotox	TRPM1 prom inh
O=C(Nc1cccc(Br)c1)c1cc2ccccc2o1	-334	-263	-1.7	-3	0.3	-5	-111	-1	-68	25	-56
CC(=O)N1CCN(S(=O)(=O)c2cccc(C(=O)Nc3ccc4c(c3)OCO4)c2)CC1	-9	12	-0.3	5	0.1	11	13	-2	13	3	1
CN(c1ccc(C(=O)NCCSCc2c(F)cccc2Cl)cc1)S(C)(=O)=O	9	22	-1.4	-13	0.8	2	-14	-2	9	8	-10
O=C(/C=C/c1ccc(OCCCF)cc1)NCc1ccc(Cl)c(Cl)c1	13	7	2.2	-1	0.2	4	-9	-5	11	-5	-13
CCN(CC)CCNC(=O)CCc1c(C)nc2c(c(C)nn2-c2ccc(C)c(C)c2)c1C	1	82*	-0.6	8	0.3	-16	7	.	-5	-6	42
COC(=O)[C@H](C)NC(=O)NCc1ccco1	9	6	0.0	13	0.1	13	-9	3	-16	0	-14
CCCS(=O)(=O)N1CCCC(C(=O)NCCN(C)Cc2ccccc2)C1 (stereo not drawn)	5	4	-3.0	14	0.0	-4	-26	1	2	-21	8
CCOC(=O)C1=C(C)Nc2nc3ccccc3n2C1c1cccs1 (stereo not drawn)	9	5	-0.1	-14	-0.2	8	-18	-5	-2	8	7
CC(=O)Nc1cc(-c2ccc(N3CCN(C)CC3)cc2)cn2c(-c3ccc(F)c(Cl)c3)cnc12	-10	75*	-4.2	3	-0.4	-20	-20	.	2	-15	.
CC(C)(C)C(=O)CSc1ccc(S(=O)(=O)N2CCCC2)cn1	-9	-12	-2.5	-3	0.2	-10	12	3	3	9	-3
CC1(C(=O)Nc2cccc(C#N)c2)CCN1C(=O)CCc1ccccc1 (stereo not drawn)	10	16	3.2	-2	-0.2	-6	34	.	-1	-4	.
CCN(CC)S(=O)(=O)c1ccc(N/N=C/c2ccc(OC)c(OC)c2OC)nc1	21	17	-2.5	-18	-0.2	3	-10	0	23	6	6
COc1cccc(CNC(=O)C(=O)NCCC2CCCCN2S(=O)(=O)c2cccs2)c1 (stereo not drawn)	11	5	0.0	0	0.1	7	-12	1	17	4	12
CN(C)S(=O)(=O)c1cccc(NC(=O)COC(=O)CCOc2ccccc2)c1	4	-20	-0.5	12	-0.4	5	-9	0	-4	16	1
CCCNC(=O)CSc1nc2ccccc2c(=O)n1CCC	17	-9	-0.3	-6	-0.3	1	-1	4	-6	9	3
O=C(C1CC1)N1CCc2cc(Br)cc(S(=O)(=O)NCCN3CCOCC3)c21	9	2	-1.5	-4	0.1	-4	-18	2	9	3	9
CCOc1ccccc1NC(=O)CCS(=O)(=O)c1ccc2c(c1)CCN2C(C)=O	7	-3	0.1	3	-0.2	-9	-14	1	-79	-1	8
Clc1ccc(-c2nc(C3CCCCC3)no2)cc1	-221	-320	0.0	4	-0.1	-11	-12	-6	-71	1	-88
CC(=O)/C=C1/SC(CC(=O)O)C(=O)N1c1ccccc1 (stereo not drawn)	16	7	-0.7	-6	0.6	5	-10	4	5	9	7
O=C(Nc1ccc(NC(=O)C2CC2)cc1)c1ccco1	-167	-216	-0.4	-19	0.1	32	-44	1	-66	-2	-75
CCCOc1ccc(C(NC(=O)CC(C)C)NC(=O)CC(C)C)cc1OC	11	-12	0.1	-10	0.1	8	3	-2	-4	-6	3
CCCSC1=C(C#N)C(c2cccs2)CC(=O)N1 (stereo not drawn)	-2	8	-0.6	6	0.0	4	-24	3	-8	-2	6
Cc1ccc(SC(C)C(=O)NC2CC2)cc1 (stereo not drawn)	9	10	-0.5	13	-0.1	-1	8	2	-17	-22	14
CSCC[C@H](NC(=O)c1ccc(OCC2CCCO2)cc1)c1nc2ccccc2[nH]1 (stereo partly drawn)	-24	-19	4.6	4	-0.3	2	-7	.	5	9	0

Screening results deposited in PubChem by several laboratories.
